Sm TGR inh – S. mansoni TGR enzyme inhibition; Q962Y6; purified TGR, DTNB reduction, TNB absorbance 405 nm; Potency, µM (doses to about 114 µM), for the others: at the highest dose activity change, negative = inhibition, most hits filed as inhibitors; 3% of 360,000 active; also: potency is read from the fitted curve at half-maximal effect; nearly all actives have a fitted effect of over 60% in size
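First, TGR (20 nM dispensed) and NADPH were mixed with compound. Second, a 15 min room-temperature incubation followed. Third, further NADPH and then DTNB were added to start the reaction. Finally, TNB absorbance was monitored kinetically.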
AMA1-RON2 inh – disrupts binding of P. falciparum AMA1 to RON2 | AID 720542 | 0.2% of 360,000 active | Potency, µM (titrated, usually from 58.2 µM), for the others: at the highest dose activity change, negative = inhibition, actives largely listed as inhibitors | AlphaScreen AMA1-biotinylated RON2 peptide binding;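 also: potency is read from the fitted curve at half-maximal effect; 0% = vehicle wells and -100% = peptide control; nearly all actives have a fitted effect of over 45% in size; some results filed as inactive show a strong effect at the top dose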
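AMA1 (3D7) with his tag at 25 nM final met compounds first, then biotinylated RON2 peptide at 25 nM; detection used donor plus acceptor beads, 10 µg/mL apiece, read by AlphaScreen after 30 min at room temperature.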
AmpC no deterg – AmpC beta-lactamase inhibition without detergent; AID 485341; P00811; Potency, µM (series often up to 57.1 µM), for the others: at the top dose activity change, negative = inhibition, hits mostly inhibitors; 0.52% of 330,000 active; AmpC nitrocefin hydrolysis, absorbance 480 nm, 0.0001% Triton;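 also: potency is read from the fitted curve at half-maximal effect; plate controls were no compound for no effect and no enzyme for full effect; nearly all actives have a fitted effect of over 20% in size; some results filed as inactive show a strong effect at the top dose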
Target sequence (P00811 whole entry, looked up): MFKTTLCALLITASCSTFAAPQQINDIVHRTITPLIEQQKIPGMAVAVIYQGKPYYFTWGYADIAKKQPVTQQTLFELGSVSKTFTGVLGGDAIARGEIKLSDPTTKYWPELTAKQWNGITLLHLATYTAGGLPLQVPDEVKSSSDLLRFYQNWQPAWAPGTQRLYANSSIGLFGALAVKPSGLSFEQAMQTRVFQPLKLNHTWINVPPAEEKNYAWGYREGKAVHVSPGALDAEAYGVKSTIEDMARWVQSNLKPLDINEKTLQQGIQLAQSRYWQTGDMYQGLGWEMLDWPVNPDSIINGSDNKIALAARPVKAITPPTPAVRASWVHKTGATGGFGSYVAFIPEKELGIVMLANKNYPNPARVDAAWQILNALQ
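AmpC (5.3 nM in the dispensed reagent) in 20 mM phosphate pH 7.0 with 0.01% (detergent screen) or 0.0001% Triton X-100 was preincubated with compounds for 15 min at room temperature. Nitrocefin was then added from an 800 uM solution, and hydrolysis was followed at 480 nm.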
Tb PYK inh – T. brucei pyruvate kinase inhibition; Potency, µM (highest dose often 76.8 µM), for the others: at the highest dose activity, negative = inhibition, hits mostly inhibitors; Q57TT1; TbPYK enzyme, Kinase-Glo Plus ATP luminescence, 45 min; 0.12% of 410,000 active; AID 624173; also: potency is read from the fitted curve at half-maximal effect; nearly all actives have a fitted effect of over 50% in size
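Glycolytic pyruvate kinase of T. brucei was incubated with substrate, test compound and 130 uM ADP for 45 minutes at room temperature. Luminescent Kinase-Glo Plus signal was measured after 10 minutes.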
LmPK inhibitor – inhibitors of Leishmania mexicana pyruvate kinase | Q27686 | purified LmPK, Kinase-Glo ATP luminescence, 1 h | Potency, µM (doses to about 57.5 µM), for inactives: at the top dose activity change, negative = inhibition, most hits filed as inhibitors | 0.37% of 290,000 active | AID 1721; also: potency is read from the fitted curve at half-maximal effect
Target sequence (Q27686 whole entry, looked up): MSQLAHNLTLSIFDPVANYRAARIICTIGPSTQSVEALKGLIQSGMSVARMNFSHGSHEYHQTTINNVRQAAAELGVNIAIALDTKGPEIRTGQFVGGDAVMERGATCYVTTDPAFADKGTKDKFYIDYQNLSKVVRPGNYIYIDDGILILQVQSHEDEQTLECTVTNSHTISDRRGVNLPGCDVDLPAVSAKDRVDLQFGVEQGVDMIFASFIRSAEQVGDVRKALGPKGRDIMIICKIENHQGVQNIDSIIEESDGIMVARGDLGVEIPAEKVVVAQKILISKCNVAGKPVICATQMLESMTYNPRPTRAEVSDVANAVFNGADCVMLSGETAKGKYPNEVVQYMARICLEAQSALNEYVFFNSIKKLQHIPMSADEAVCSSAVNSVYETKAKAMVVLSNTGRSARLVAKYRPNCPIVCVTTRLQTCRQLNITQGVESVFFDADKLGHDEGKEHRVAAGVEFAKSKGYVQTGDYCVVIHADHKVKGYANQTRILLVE
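Pyruvate kinase activity monitored as ATP production (luciferase luminescence). Conditions: 0.1 nM enzyme, 0.5 mM PEP, 0.1 mM ADP, 1 h, RT; normalized against uninhibited and no-enzyme wells.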
AmpC inh detg – blocks E. coli AmpC beta-lactamase in detergent assay; 0.041% of 370,000 active; P00811; AmpC hydrolysis of nitrocefin, absorbance 480 nm, 0.01% Triton; Potency, µM (top dose mostly 114 µM), without a hit: at the top dose activity change, negative = inhibition, most hits filed as inhibitors;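 also: potency is read from the fitted curve at half-maximal effect; 0% = no-compound wells and -100% = no-enzyme wells; nearly all actives have a fitted effect of over 25% in size; some results filed as inactive show a strong effect at the top dose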
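AmpC (5.3 nM in the dispensed reagent) in 20 mM phosphate pH 7.0 with 0.01% (detergent screen) or 0.0001% Triton X-100 was preincubated with compounds for 15 min at room temperature. Nitrocefin was then added from an 800 uM solution, and hydrolysis was followed at 480 nm.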
HCMV antiviral – inhibitors of human cytomegalovirus. HFF cells, HCMV-luciferase reporter, 72 h; hits give low values. activity change, negative = inhibition, % at 57.5 µM. 4.5% of 410,000 active. AID 1259415; in the data active = activity change below about -60%; inconclusive = no clear call, values can overlap the other calls; inactive = above about -39%
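Compounds were evaluated in HFFs infected with an HCMV luciferase reporter virus (MOI 1 PFU/cell). Luciferase in lysates collected 72 h post infection served as the replication measure.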
* = called active by the depositor; [ ] = another dose, or the depositor's remark. Unless noted, calls follow the shape of the dose curve; as a rule, active = well fitted curve in the direction sought with a large enough effect; inconclusive = small, poorly fitted or top-dose-only effect, or another doubt; inactive = no such curve, though single readings can be large; an effect the other way counts as inactive or inconclusive. Unless noted, % is scaled to controls: 0 for no effect and ±100 for the full control effect. Hits appear at their usual frequency; 7.4% or so of the library scored in one or more.

What do the screens show for `CCCCCCC1CC(=O)NC(=O)N1` (stereo not drawn)?
Sm TGR inh: 22%; AMA1-RON2 inh: 7%; AmpC no deterg: -11%; Tb PYK inh: -5%; LmPK inhibitor: -6%; AmpC inh detg: 10%; HCMV antiviral: 31

Results for COc1ccccc1NS(=O)(=O)c1ccc(/C=C/C(=O)O)cc1 ?
Sm TGR inh: 5%; AMA1-RON2 inh: -3%; AmpC no deterg: -43%; Tb PYK inh: -3%; LmPK inhibitor: -3%; AmpC inh detg: -13%; HCMV antiviral: -38

How did O=C(CSc1nc2c(c(=O)n1-c1ccc(F)cc1)SCC2)N1CCCC1 do in these assays?
Sm TGR inh: -2%; AMA1-RON2 inh: 28%; AmpC no deterg: -6%; Tb PYK inh: -13%; LmPK inhibitor: -2%; AmpC inh detg: -11%

How did O=S1(=O)c2ccccc2N=NN1Cc1cc(Cl)cc(Cl)c1 do in these assays?
Sm TGR inh: 0%; LmPK inhibitor: 2%; AmpC inh detg: 1%

What do the screens show for `NC(=O)NNc1ncc(C(F)(F)F)cc1Cl`?
Sm TGR inh: 6%; AMA1-RON2 inh: 67%[activator]; AmpC no deterg: -23%; Tb PYK inh: -3%; LmPK inhibitor: 3%; AmpC inh detg: 2%; HCMV antiviral: -34

What do the screens show for `CCOc1ccc(N(CC(=O)NCCc2ccc(F)cc2)S(=O)(=O)c2ccccc2)cc1`?
Sm TGR inh: 0%; AMA1-RON2 inh: -1%; AmpC no deterg: 76%[activator]; Tb PYK inh: -6%; LmPK inhibitor: 11%; AmpC inh detg: -1%; HCMV antiviral: inconclusive

What do the screens show for `S=C1NC2(CCCCC2)N=C1c1ccccc1`?
Sm TGR inh: -2%; AMA1-RON2 inh: 56%[activator]; AmpC no deterg: -30%; Tb PYK inh: -5%; LmPK inhibitor: 0%; AmpC inh detg: inconclusive; HCMV antiviral: 51

Results for CC1CCCN(C(=O)C2CCN(C(=O)Nc3ccccc3)CC2)C1 (stereo not drawn) ?
Sm TGR inh: -8%; AMA1-RON2 inh: -1%; AmpC no deterg: -9%; Tb PYK inh: 3%; AmpC inh detg: -16%; HCMV antiviral: -20

How did CCOC(=O)c1c(NC(=O)c2cc3ccccc3c(=O)o2)sc2c1CCC(C(C)(C)C)C2 (stereo not drawn) do in these assays?
Sm TGR inh: 9%; Tb PYK inh: -6%; AmpC inh detg: 13%; HCMV antiviral: 9

What do the screens show for `CC(C)(C)OC(=O)COc1cc(O)c2c(=O)cc(-c3ccccc3)oc2c1`?
Sm TGR inh: 0%; AMA1-RON2 inh: 0%; AmpC no deterg: -14%; Tb PYK inh: 0%; LmPK inhibitor: 7%; AmpC inh detg: 1%; HCMV antiviral: inconclusive

What do the screens show for `O=C1NC(=O)C(CCc2ccccn2)(Cc2ccc3c(c2)OCO3)C(=O)N1CCc1ccccc1` (stereo not drawn)?
Sm TGR inh: 8%; AMA1-RON2 inh: 8%; AmpC no deterg: 6%; Tb PYK inh: 2%; LmPK inhibitor: 4%; AmpC inh detg: 4%; HCMV antiviral: 33

How did COc1ccccc1CC(=O)Nc1ccc(C(=O)N2CCCCC2)cc1 do in these assays?
Sm TGR inh: -1%; AMA1-RON2 inh: -3%; AmpC no deterg: -2%; Tb PYK inh: 0%; LmPK inhibitor: -5%; AmpC inh detg: 5%; HCMV antiviral: 19

What do the screens show for `CC(=O)c1c(C)oc2ccc(N(C(C)=O)S(=O)(=O)c3ccc(F)cc3C)cc12`?
Sm TGR inh: -2%; AMA1-RON2 inh: 10%; AmpC no deterg: -19%; Tb PYK inh: -6%; LmPK inhibitor: -3%; AmpC inh detg: -10%; HCMV antiviral: 2

Results for O=C(c1ccc2c(c1)OCO2)N1CCN(S(=O)(=O)c2ccc(Cl)cc2)CC1 ?
Sm TGR inh: 5%; AMA1-RON2 inh: -4%; AmpC no deterg: -2%; Tb PYK inh: -17%; LmPK inhibitor: 8%; AmpC inh detg: -1%; HCMV antiviral: -13

Results for COc1ccc(CC(=O)NNS(=O)(=O)c2ccc([N+](=O)[O-])cc2)cc1OC ?
Sm TGR inh: -12%; AMA1-RON2 inh: 12%; AmpC no deterg: -12%; Tb PYK inh: -2%; LmPK inhibitor: -1%; AmpC inh detg: -5%; HCMV antiviral: -16

Results for COC(=O)c1ccc(OC)c(Cn2c(=O)n(-c3cccc(Cl)c3)c(=O)c3c2c2cc(C)ccc2n3C)c1 ?
Sm TGR inh: -5%; Tb PYK inh: 3%; AmpC inh detg: -5%; HCMV antiviral: 5

How did COc1ccccc1N1CC(C(=O)NCCC2=CCCCC2)CC1=O (stereo not drawn) do in these assays?
Sm TGR inh: -18%; AMA1-RON2 inh: 30%; AmpC no deterg: -2%; Tb PYK inh: -9%; AmpC inh detg: inconclusive; HCMV antiviral: 14

How did CN(C(=O)CC(=O)Nc1ccc2nc3n(c(=O)c2c1)CCCCC3)c1ccccc1F do in these assays?
Sm TGR inh: 1%; Tb PYK inh: 3%; AmpC inh detg: -10%; HCMV antiviral: -1

Results for COc1cccc(CNC(=O)c2cc3ccccn3n2)c1 ?
Sm TGR inh: 0%; AMA1-RON2 inh: 7%; AmpC no deterg: -21%; Tb PYK inh: 4%; LmPK inhibitor: -6%; AmpC inh detg: inconclusive; HCMV antiviral: 28

Results for COc1cccc(CNC(=O)c2nnc(Cc3ccc(Cl)cc3)o2)c1 ?
Sm TGR inh: 3%; Tb PYK inh: -4%; AmpC inh detg: 7%; HCMV antiviral: -1

What do the screens show for `O=C(CCCN1C(=O)/C(=C\c2cccs2)SC1=S)Nc1cccc(C(=O)O)c1`?
Sm TGR inh: 2%; AMA1-RON2 inh: 4%; AmpC no deterg: -16%; Tb PYK inh: 8%; LmPK inhibitor: 4%; AmpC inh detg: 0%; HCMV antiviral: inconclusive

How did CC1(c2nc3ccccc3[nH]2)CCC(=O)N1C1CC1 (stereo not drawn) do in these assays?
AMA1-RON2 inh: 0%; Tb PYK inh: 1%; HCMV antiviral: 19

How did C=CCN(CC=C)CCOc1ccccc1[N+](=O)[O-] do in these assays?
Sm TGR inh: -5%; AMA1-RON2 inh: -12%; AmpC no deterg: -13%; Tb PYK inh: 23%; LmPK inhibitor: -4%; AmpC inh detg: -3%; HCMV antiviral: 39

Results for CCc1[nH]nc(C(=O)N2CCCC(Nc3cccc(F)c3)C2)c1C (stereo not drawn) ?
Sm TGR inh: 0%; AMA1-RON2 inh: -8%; AmpC no deterg: 19%; Tb PYK inh: 2%; LmPK inhibitor: 0%; AmpC inh detg: -7%; HCMV antiviral: 20

Results for Cc1cc(C)cc(Nc2cc(C(=O)NC3CCCCC3)c3ccccc3n2)c1 ?
Sm TGR inh: 0%; Tb PYK inh: 2%; AmpC inh detg: 0%; HCMV antiviral: 4

Results for CCOC(=O)C1=C(CN2CCC(C)CC2)NC(=O)NC1c1ccc(OC(C)C)cc1 (stereo not drawn) ?
Sm TGR inh: -3%; Tb PYK inh: 1%; AmpC inh detg: -5%; HCMV antiviral: -39

Results for CCOC(=O)C1CCN(C(=O)/C=C/c2ccc3c(c2)OCO3)CC1 ?
Sm TGR inh: -9%; AMA1-RON2 inh: -7%; AmpC no deterg: -8%; Tb PYK inh: -5%; LmPK inhibitor: 3%; AmpC inh detg: inconclusive; HCMV antiviral: 59

How did CCN(CC)CCNC(=O)c1cn(CC)c2ccc(S(=O)(=O)N(C)C)cc2c1=O do in these assays?
Sm TGR inh: -16%; AMA1-RON2 inh: 7%; AmpC no deterg: -16%; Tb PYK inh: -2%; LmPK inhibitor: 0%; AmpC inh detg: inconclusive; HCMV antiviral: -22

What do the screens show for `CCCC(CCC)=NNC(=O)CN(Cc1ccccc1)S(=O)(=O)c1ccccc1`?
Sm TGR inh: 3%; AMA1-RON2 inh: 42%[activator]; AmpC no deterg: -29%; Tb PYK inh: 2%; LmPK inhibitor: 5%; AmpC inh detg: -2%; HCMV antiviral: -3

How did COc1cccc(CNC(=O)Cn2c(=O)ccc3cc(S(=O)(=O)N4CCC(C)CC4)ccc32)c1 do in these assays?
Sm TGR inh: 4%; Tb PYK inh: -14%; AmpC inh detg: 4%; HCMV antiviral: 9

How did O=S(=O)(/C=C/c1ccccc1)N1CCc2ccccc2C1 do in these assays?
Sm TGR inh: 11%; AMA1-RON2 inh: -8%; AmpC no deterg: -17%; Tb PYK inh: 1%; LmPK inhibitor: 1%; AmpC inh detg: 0%; HCMV antiviral: 45

Results for Cn1c(=O)cc(SCC(=O)NCc2cccnc2)c2ccccc21 ?
Sm TGR inh: 1%; AMA1-RON2 inh: -2%; AmpC no deterg: -14%; Tb PYK inh: 0%; LmPK inhibitor: 1%; AmpC inh detg: -6%; HCMV antiviral: 34

How did CC(C(=O)NCc1ccco1)c1ccc([N+](=O)[O-])cc1 (stereo not drawn) do in these assays?
AMA1-RON2 inh: 0%; AmpC no deterg: -13%; Tb PYK inh: -19%; LmPK inhibitor: 0%; AmpC inh detg: 4%; HCMV antiviral: 8

How did O=C(Nc1c2ccccc2nc2ccccc12)C(Cl)(Cl)Cl do in these assays?
Sm TGR inh: -15%; AMA1-RON2 inh: 6%; AmpC no deterg: -18%; Tb PYK inh: -7%; LmPK inhibitor: -5%; AmpC inh detg: -4%

Results for CC1Cc2ccccc2N1C(=O)CSc1nnnn1C (stereo not drawn) ?
Sm TGR inh: -7%; AMA1-RON2 inh: -2%; AmpC no deterg: -3%; Tb PYK inh: 0%; LmPK inhibitor: 1%; AmpC inh detg: inconclusive; HCMV antiviral: 51

How did COc1ccc(N2CCN(c3oc(/C=C/c4cccc(OC)c4)nc3C#N)CC2)cc1 do in these assays?
Sm TGR inh: 0%; Tb PYK inh: 1%; AmpC inh detg: 26%; HCMV antiviral: -40

Results for CC(=O)NS(=O)(=O)c1ccc(N=NN2CCCCC2)cc1 ?
Sm TGR inh: 1%; AMA1-RON2 inh: 1%; AmpC no deterg: -23%; Tb PYK inh: -3%; LmPK inhibitor: -1%; AmpC inh detg: -17%; HCMV antiviral: 8

By substructure: the entries above containing a furan ring, fused or not
What do the screens show for `CC(=O)c1c(C)oc2ccc(N(C(C)=O)S(=O)(=O)c3ccc(F)cc3C)cc12`?
Sm TGR inh: -2%; AMA1-RON2 inh: 10%; AmpC no deterg: -19%; Tb PYK inh: -6%; LmPK inhibitor: -3%; AmpC inh detg: -10%; HCMV antiviral: 2

How did CC(C(=O)NCc1ccco1)c1ccc([N+](=O)[O-])cc1 (stereo not drawn) do in these assays?
AMA1-RON2 inh: 0%; AmpC no deterg: -13%; Tb PYK inh: -19%; LmPK inhibitor: 0%; AmpC inh detg: 4%; HCMV antiviral: 8

Screening results from PubChem.
